SRC2 TRFRET art = counter-screen for PPARgamma SRC-2 recruitment agonists: TR-FRET artefact | TR-FRET ratio at 8 µM | actives 0.4% (n = 200,000) | active compounds read high; in the data active = TR-FRET ratio above about 2000; note: inactives centre near 1500; reference of the scale not given here
PPARg SRC3 recr = PPARgamma-driven SRC-3 recruitment agonism; P37231; actives 0.26% (n = 200,000); AID 731; activation, % at 8 µM; biochemical PPARgamma/SRC-3 coactivator recruitment assay; in the data active = activation above about 23%;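 note: 0% = DMSO and 100% = reference agonist; some compounds past the cut are filed as inactive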
PPARg SRC-1 ag = promotes SRC-1 coactivator recruitment by human PPARgamma; PPARgamma-SRC-1 coactivator recruitment biochemical assay; activation, % at 8 µM; P37231; actives 0.41% (n = 200,000); in the data active = activation above about 19%;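 note: 0% = DMSO and 100% = reference agonist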
PPARg SRC2 recr = agonists of SRC-2 recruitment by human PPARgamma | P37231 | PPARgamma LBD-SRC-2 recruitment, biochemical | activation, % at 8 µM | actives 0.34% (n = 200,000) | AID 1032; in the data active = activation above about 22%;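 note: 0% = vehicle and 100% = reference agonist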
ROMK mod = modulators of human ROMK potassium channel; B-score at 10 µM; AID 1918; Tet-inducible ROMK, thallium flux fluorescence; actives lie on both sides; P48048; actives 2% (n = 130,000);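 active = signal ratio slope over the read window, or its plate-corrected B-score, at least 3 SD from the plate mean, either direction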;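 note: B-score of the F/F0 ratio slope over 7 to 12 s after thallium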
bIAP inhibitor = intestinal alkaline phosphatase (bovine) inhibition | AID 1019 | inhibition, % at 20 µM | purified bovine IAP, CDP-star luminescence, 30 min | 190,000 tested, under 10 active;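 active = over 50% inhibition of intestinal alkaline phosphatase at 20 µM in the single-dose screen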
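System: purified bovine intestinal alkaline phosphatase (IAP) enzyme; Input: IAP diluted 1/65,000,000 in the well; Measured by: CDP-star luminescence signal; Compound dosing: 20 µM single dose; Incubation: 30 min reaction at room temperature.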
S1P3 antagonist = antagonists of human S1P3 receptor. Q99500. CHO S1P3 NFAT-BLA reporter, FRET fluorescence, antagonist mode. inhibition, % at 4.98 µM. actives 0.27% (n = 170,000). AID 485;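 active = inhibition above the plate cutoff, the mean inhibition of test wells on that plate plus 3 SD, cut at about 28% in these data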;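 note: cells challenged with S1P at its EC80 of 0.8 µM; blue over green emission ratio from cleaved BLA substrate after 4 h stimulation; 0% = S1P-stimulated wells and 100% = unstimulated DMSO-only wells; some compounds past the cut are filed as inactive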
Redox H2O2 prof = compounds producing H2O2 with reducing agent – biochemical, NIH compound library profiling, artefact control for MLSCN library redox annotation, primary screen; DTT-dependent redox cycling H2O2, phenol red/HRP absorbance; 100% = 100 µM peroxide control, 0% = buffer; activation, % at 10 µM; AID 878; actives 0.03% (n = 200,000);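 active = activation of at least 50% relative to the plate's high and low controls in the primary single-dose screen; inactive = activation below 50%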;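 note: compound incubated with DTT at 0.8 mM final as the reducing agent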
TLR4 MyD88 comp = blocks binding of human TLR4 to MyD88 | O00206+Q99836 | HeLa CL3-4 TLR4/MyD88 BLA complementation, FRET ratio | inhibition, % at 8.4 µM | actives 0.18% (n = 200,000) | AID 861; in the data active = inhibition above about 25%;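 note: 0% = vehicle and 100% = reference inhibitor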
Target sequence (O00206 whole entry, looked up): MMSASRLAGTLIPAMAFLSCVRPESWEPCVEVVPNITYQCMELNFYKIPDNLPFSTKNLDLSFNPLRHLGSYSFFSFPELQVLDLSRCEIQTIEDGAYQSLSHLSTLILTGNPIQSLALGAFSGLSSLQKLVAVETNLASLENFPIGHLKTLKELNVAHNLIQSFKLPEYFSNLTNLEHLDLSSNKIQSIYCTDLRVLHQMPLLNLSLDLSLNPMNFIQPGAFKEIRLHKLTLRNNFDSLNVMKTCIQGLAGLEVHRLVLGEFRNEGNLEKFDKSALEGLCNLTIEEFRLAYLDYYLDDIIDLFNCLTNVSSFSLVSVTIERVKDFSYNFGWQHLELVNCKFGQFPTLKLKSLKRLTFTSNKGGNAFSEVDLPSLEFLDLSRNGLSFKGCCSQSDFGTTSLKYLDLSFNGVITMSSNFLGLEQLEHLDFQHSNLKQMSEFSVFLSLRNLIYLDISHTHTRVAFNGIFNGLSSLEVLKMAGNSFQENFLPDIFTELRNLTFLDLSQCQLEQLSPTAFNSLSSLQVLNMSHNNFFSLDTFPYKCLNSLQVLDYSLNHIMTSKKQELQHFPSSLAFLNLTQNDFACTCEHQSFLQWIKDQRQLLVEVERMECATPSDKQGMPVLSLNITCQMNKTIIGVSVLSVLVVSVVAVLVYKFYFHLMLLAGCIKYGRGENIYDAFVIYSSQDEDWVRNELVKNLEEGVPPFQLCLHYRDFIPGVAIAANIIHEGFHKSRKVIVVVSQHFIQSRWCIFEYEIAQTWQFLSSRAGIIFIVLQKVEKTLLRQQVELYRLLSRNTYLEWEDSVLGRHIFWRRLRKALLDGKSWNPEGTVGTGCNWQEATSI
Target sequence (Q99836 whole entry, looked up): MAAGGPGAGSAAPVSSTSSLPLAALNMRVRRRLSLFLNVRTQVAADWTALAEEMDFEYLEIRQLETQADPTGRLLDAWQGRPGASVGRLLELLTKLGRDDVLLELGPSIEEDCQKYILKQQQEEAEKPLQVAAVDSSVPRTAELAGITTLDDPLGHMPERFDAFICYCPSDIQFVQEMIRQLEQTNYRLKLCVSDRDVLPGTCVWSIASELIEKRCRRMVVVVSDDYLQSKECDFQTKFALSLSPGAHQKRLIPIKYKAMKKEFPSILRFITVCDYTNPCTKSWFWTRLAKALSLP
L major viab = reduces viability of Leishmania major promastigotes; resazurin fluorescence viability; inhibition, % at 10 µM; actives 9% (n = 200,000); in the data active = inhibition above about 50%;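 note: promastigotes grown with compound for 44 hours at 28 °C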
bIAP act = intestinal alkaline phosphatase (bovine) activation | purified bovine IAP, CDP-star luminescence, 30 min; active compounds read high; fold of DMSO-control signal, blank-subtracted | activation factor at 20 µM | actives 0.17% (n = 200,000) | AID 1016;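 active = activation factor of 2 or more at 20 µM, a signal rise over negative controls twice the positive control's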
* marks the source's active call; other numbers are inactive results; nt = no result given.

The first 5 entries as a preview:
Results follow in this order: SRC2 TRFRET art | PPARg SRC3 recr | PPARg SRC-1 ag | PPARg SRC2 recr | ROMK mod | bIAP inhibitor | S1P3 antagonist | Redox H2O2 prof | TLR4 MyD88 comp | L major viab | bIAP act
[1] CCOC(=O)c1oc2ccc(CNC(C)(C)C)c(Cl)c2c1C
→ 1562 | -7 | 3 | 6 | -3.1 | 8 | nt | 0.2 | -9 | 99* | 0.9
[2] CCOC(=O)c1sc(C)c2c(=O)n(CC)nnc12
→ 1503 | 14 | 5 | -1 | nt | 12 | -16 | -3.1 | -15 | -3 | 0.9
[3] Cc1ccc(S(=O)(=O)Nc2cc(-c3nn(C)c(=O)c4ccccc34)ccc2N2CCOCC2)cc1
→ 1743 | -1 | -2 | 1 | -0.86 | 2 | nt | 0.5 | 8 | 29 | 1
[4] CS(=O)(=O)Nc1ccc(C(=O)N2CCN(c3ccccc3F)CC2)cc1
→ 1671 | -5 | 2 | -1 | -0.88 | 8 | nt | -0.1 | -2 | -6 | 0.9
[5] CC(C)(C)NC(=O)CN(C(=O)CS(=O)CC(=O)Nc1ccc(F)cc1)c1ccc(Cl)cc1 (stereo not given)
→ 1523 | 8 | 2 | 2 | 0.48 | -4 | -20 | 1.5 | -9 | -2 | 1

This part in full, repeating the preview:
Results follow in this order: SRC2 TRFRET art | PPARg SRC3 recr | PPARg SRC-1 ag | PPARg SRC2 recr | ROMK mod | bIAP inhibitor | S1P3 antagonist | Redox H2O2 prof | TLR4 MyD88 comp | L major viab | bIAP act
[1] CCOC(=O)c1oc2ccc(CNC(C)(C)C)c(Cl)c2c1C
→ 1562 | -7 | 3 | 6 | -3.1 | 8 | nt | 0.2 | -9 | 99* | 0.9
[2] CCOC(=O)c1sc(C)c2c(=O)n(CC)nnc12
→ 1503 | 14 | 5 | -1 | nt | 12 | -16 | -3.1 | -15 | -3 | 0.9
[3] Cc1ccc(S(=O)(=O)Nc2cc(-c3nn(C)c(=O)c4ccccc34)ccc2N2CCOCC2)cc1
→ 1743 | -1 | -2 | 1 | -0.86 | 2 | nt | 0.5 | 8 | 29 | 1
[4] CS(=O)(=O)Nc1ccc(C(=O)N2CCN(c3ccccc3F)CC2)cc1
→ 1671 | -5 | 2 | -1 | -0.88 | 8 | nt | -0.1 | -2 | -6 | 0.9
[5] CC(C)(C)NC(=O)CN(C(=O)CS(=O)CC(=O)Nc1ccc(F)cc1)c1ccc(Cl)cc1 (stereo not given)
→ 1523 | 8 | 2 | 2 | 0.48 | -4 | -20 | 1.5 | -9 | -2 | 1
[6] CSc1nc(-c2ccc(F)cc2)cc(=O)[nH]1
→ 1495 | 1 | 0 | 0 | 0.035 | -1 | -18 | 0.1 | -2 | -9 | 1
[7] COc1cccc2sc(NNC(=O)c3nc4ccccc4s3)nc12
→ 1413 | 1 | 0 | 4 | 0.36 | -10 | -3 | 0.8 | 4 | 48 | 1.1
[8] CC(=O)CSc1ncnc2c1cnn2-c1ccccc1
→ 1657 | 4 | -1 | 0 | -0.54 | 22 | 8 | -2.4 | 11 | -1 | 0.8
[9] NS(=O)(=O)c1ccc(CCNCc2cc(Br)ccc2OCc2ccccc2F)cc1
→ 1318 | -1 | 3 | -5 | -2.5 | 36 | 13 | -1.0 | -9 | 38 | 0.6
[10] CCCCNC(=S)NNC(=O)c1c(C)nc2ccccn12
→ 1644 | -2 | 2 | 0 | 0.064 | -41 | -4 | 0.1 | 7 | 1 | 1.4
[11] Cc1cc(Oc2ccccc2)nc(OCC#N)n1
→ 1409 | -8 | -4 | -4 | nt | 6 | 4 | 2.9 | 15 | -1 | 0.9
[12] CCOC(=O)Nc1sc(NS(=O)(=O)c2ccccc2)nc1C
→ 1194 | -2 | 6 | 9 | nt | 20 | -21 | -0.3 | -1 | -7 | 0.8
[13] COc1ccc(C(c2c(O)nc(SC)n(C)c2=O)c2c(O)nc(SC)n(C)c2=O)cc1O
→ 1413 | -2 | 7 | 8 | nt | -6 | 3 | 0.5 | -4 | 1 | 1.1
[14] Cc1ccc(/C=N/NC(=O)C(NC(=O)c2ccccc2)c2n[nH]c(=O)c3ccccc23)cc1 (stereo not given)
→ 1571 | 2 | 0 | 1 | nt | 6 | nt | 1.3 | -3 | -2 | 0.9
[15] CCCCNc1nc2ccccc2n1CC(=O)N1CCc2ccccc2C1
→ 1525 | 10 | 8 | 3 | nt | -6 | 3 | 0.2 | -6 | 70* | 1.1
[16] O=C1c2ccccc2NC(c2ccccn2)N1c1ccc(Cl)cc1 (stereo not given)
→ 1441 | 2 | -6 | 2 | nt | 3 | 12 | 8.0 | 0 | -3 | 1
[17] CCCCCn1c(N(C)Cc2ccccc2)nc2c1c(=O)[nH]c(=O)n2C
→ 1504 | -8 | 5 | 5 | nt | 1 | 19 | -0.9 | -7 | 8 | 1
[18] Cc1ccc(-c2nc(NC(=O)c3nn(C)cc3[N+](=O)[O-])sc2C)cc1C
→ 1614 | 8 | 8 | 5 | 0.27 | -6 | nt | -1.6 | 14 | 6 | 1.1
[19] CC(=O)Nc1cccc(/C(C)=N/Nc2nc3ccccc3s2)c1
→ 1468 | 2 | 6 | -4 | -0.13 | 13 | 12 | 0.2 | 6 | 19 | 0.9
[20] Cc1ccnc(NC(=O)CCC(=O)N(CC(=O)NCCc2ccccc2)Cc2ccco2)c1
→ 1603 | 5 | -2 | -2 | nt | -17 | 4 | -0.2 | -1 | -5 | 1.2
[21] O=C(NCc1ccco1)c1ccc2c(=O)n(CCC3=CCCCC3)c(=O)[nH]c2c1
→ 1501 | 2 | 4 | 7 | 0.22 | 16 | 5 | -0.4 | 4 | 1 | 0.8
[22] CCOC(=O)Nc1ccc2c(c1)N(C(=O)N1CCN(C)CC1)c1ccccc1CC2
→ 1285 | 3 | -8 | -6 | -0.11 | 1 | -11 | -1.5 | 12 | -3 | 1
[23] Cc1noc(C)c1S(=O)(=O)NCCCN1CCN(Cc2ccccc2)CC1
→ 1463 | 0 | 2 | -1 | 0.49 | 0 | nt | -0.9 | 3 | 92* | 1
[24] O=C(NNc1ccccn1)C(=O)NNS(=O)(=O)c1ccc(F)cc1
→ 1655 | 3 | -4 | -1 | 0.22 | -77 | 5 | 0.1 | -9 | -8 | 1.8
[25] O=C(NCCCn1ccnc1)c1cc(C(=O)C2CCCCC2)c[nH]1
→ 1749 | 3 | 7 | -3 | -0.13 | -36 | -8 | -1.8 | 4 | -9 | 1.4
[26] CCCCNC(=O)CNC(=S)N(Cc1ccccc1F)C1CCCCC1
→ 1759 | 9 | 4 | 1 | -0.64 | -8 | -3 | 0.1 | -10 | 6 | 1.1
[27] O=c1[nH]c(SCc2ccccc2F)nc2ccccc12
→ 1412 | 3 | -13 | 2 | -0.78 | 8 | -7 | -0.2 | 9 | -6 | 0.9
[28] CC1CN(c2ccc([N+](=O)[O-])cc2C#N)CC(C)O1 (stereo not given)
→ 1512 | 2 | -2 | 3 | 0.22 | 3 | 12 | 0.2 | 6 | 1 | 1
[29] Cc1sc(NC(=O)C2CC(Cl)=CCC2C(=O)O)c(C#N)c1C (stereo not given)
→ 1671 | 0 | 3 | 2 | -0.58 | -7 | -1 | 2.4 | 5 | -5 | 1.1
[30] COC(c1ccccc1)c1nnc(CCC(=O)N2CCN(CCOc3ccccc3)CC2)o1 (stereo not given)
→ 1604 | 0 | 0 | 0 | 0.0026 | -2 | 4 | -0.4 | 4 | -4 | 1
[31] COCCn1c(C23CC4CC(CC(C4)C2)C3)n[nH]c1=S
→ 1282 | 4 | -7 | 2 | -0.14 | -23 | 16 | 0.6 | 4 | 24 | 1.2
[32] CC(/C=N/NC(=O)CN1CCN(Cc2ccc(Cl)cc2)CC1)=C\c1ccco1
→ 1603 | 10 | 2 | 15 | -0.061 | 0 | 5 | -0.3 | -8 | 1 | 1
[33] C#CCNC(=O)C1=C[C@H](c2ccc(Br)cc2)C[C@H](OCc2ccc(CO)cc2)O1
→ 1666 | -2 | -3 | 1 | nt | 1 | -5 | -0.9 | -3 | 0 | 1
[34] COCCn1nnnc1CN1CCC(C)CC1
→ 1453 | -11 | -4 | 5 | 0.34 | 4 | nt | 0.2 | 10 | 1 | 1
[35] CC1CC(OCC(O)CN2CCOCC2)CC(C)(C)C1 (stereo not given)
→ 1343 | 2 | 1 | 6 | 0.21 | -6 | -14 | -0.5 | -12 | 77* | 1.1
[36] CCN(CC)CCSc1nc(O)c(Cc2ccccc2)c(=O)n1-c1ccccc1
→ 1531 | 2 | 7 | 6 | 1.5 | -4 | -4 | 0.6 | -2 | -3 | 1
[37] COc1cc(C(=O)N(Cc2cccc(Cl)c2)C2CCS(=O)(=O)C2)cc(OC)c1OC (stereo not given)
→ 1450 | -1 | 6 | -8 | 0.08 | 2 | nt | 0.4 | -6 | -4 | 1
[38] COc1ccc(-c2nc(CCNC(=O)c3cccs3)cs2)cc1
→ 1454 | -4 | -3 | -13 | nt | 30 | nt | -1.1 | -10 | 6 | 0.7
[39] COc1ccccc1C1(O)CCN(C(=O)c2cccs2)CC1
→ 1500 | -3 | -4 | 6 | nt | -1 | nt | -0.1 | 6 | -5 | 1
[40] COc1cc2cc(C(=O)O)[nH]c2c(OC)c1OC
→ 1366 | -2 | 0 | 2 | 0.45 | 10 | nt | 0.1 | 5 | -4 | 0.9
[41] CCc1nc(SC)[nH]c(=O)c1C
→ 1740 | 4 | 6 | -2 | nt | 0 | 8 | 1.5 | 6 | -2 | 1
[42] CC1=C(C(=O)OCC2CCCO2)C(c2ccc(C)o2)C2=C(CC(c3ccc(N(C)C)cc3)CC2=O)N1 (stereo not given)
→ 1600 | -3 | 7 | 13 | -1.2 | 4 | 7 | 1.3 | 8 | 85* | 1
[43] CCN(CC)c1ccc(/C=N/n2c(=S)[nH]nc(C)c2=O)cc1
→ 1732 | 2 | 1 | 8 | nt | 12 | 23 | -1.0 | -7 | 2 | 0.9
[44] CSCCC(NS(=O)(=O)c1ccc2c(c1)c(=O)n(C)c(=O)n2C)C(=O)NC1CCN(Cc2ccccc2)CC1 (stereo not given)
→ 1612 | 3 | 14 | -2 | 0.00016 | -4 | -11 | -3.5 | 0 | 1 | 1
[45] COc1ccccc1N1CCN(C(=O)CSc2nc(C)cc(=O)[nH]2)CC1
→ 1441 | 6 | 4 | 8 | nt | 5 | nt | -3.0 | -5 | -6 | 1
[46] CCCC12CN3CCN(CC(C3)/C1=N\NC(=O)c1ccccc1Cl)C2
→ 1483 | 2 | 7 | 6 | 0.71 | 5 | 7 | -1.5 | -6 | 1 | 0.9
[47] CCn1cc(C(=O)NC2CCCCC2)c(=O)c2cc(S(=O)(=O)N(C)C)ccc21
→ 1621 | 1 | 1 | 5 | nt | 0 | -6 | -2.8 | 2 | 15 | 1
[48] CCOC(=O)N1CCC(N2C(=O)c3ccccc3C2Nc2c(C)cccc2C)CC1 (stereo not given)
→ 1640 | 0 | -7 | -2 | nt | 5 | nt | -1.3 | 2 | 26 | 0.9
[49] Cc1cccc(NC(=S)N(CCN(C)C)C(C)c2ccccn2)c1 (stereo not given)
→ 1364 | -6 | -4 | -5 | -1.3 | -2 | nt | -0.1 | -2 | 10 | 1
[50] CCc1ccccc1NS(=O)(=O)c1ccc2c(c1)NC(=O)CC(=O)N2
→ 1655 | 1 | 11 | 1 | 0.49 | 11 | 1 | -0.4 | -1 | -2 | 0.9
[51] CSCc1nnc(NC(=O)c2ccc(S(=O)(=O)N(CC(C)C)CC(C)C)cc2)o1
→ 1470 | -5 | -3 | -3 | nt | 19 | 11 | 2.2 | 3 | 79* | 0.8

Screening data (PubChem BioAssay)
